Screening data (PubChem)
Tau ThT inhib: inhibitors of human tau fibril formation, thioflavin T binding. P10636. recombinant tau K18 P301L, heparin-induced fibrillization, ThT fluorescence. Potency, µM (titrated, usually from 57.4 µM), inactives show top-dose activity, negative = inhibition, actives largely listed as inhibitors. 270,000 compounds, 2.1% hits; also: % is scaled to controls: 0 for no effect and ±100 for the full control effect; nearly all actives have a fitted effect of over 55% in size
Target sequence (P10636 561-689 P618L limits assumed): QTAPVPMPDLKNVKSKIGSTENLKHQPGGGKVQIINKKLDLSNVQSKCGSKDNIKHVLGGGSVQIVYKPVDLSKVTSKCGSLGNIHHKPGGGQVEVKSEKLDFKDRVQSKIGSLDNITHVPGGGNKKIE
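Fibril formation assay: tau K18 P301L at 15 uM with trace Alexa 594 label, heparin inducer 20 uM, pH 7 sodium acetate buffer, 37 C for 6 hr; endpoint ThT signal.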
KDM4E inh: inhibitors of human JMJD2E histone demethylase. JMJD2E catalytic domain, FDH-coupled NADH fluorescence (FDH is formaldehyde dehydrogenase). B2RXH2. 230,000 compounds, 1.6% hits. Potency, µM (titrated, usually from 57.1 µM), for inactives: at the highest dose activity change, negative = inhibition, hits mostly inhibitors. AID 2147; active = well fitted inhibition curve with a large enough effect, not every such curve was filed as active; inconclusive = small, poorly fitted or top-dose-only effect, or another doubt; inactive = no such curve, though single readings can be large or run the other way;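 also: 0% = wells with enzyme and -100% = buffer wells without enzyme; nearly all actives have a fitted effect of over 50% in size; many of its hits are not listed in these tables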
ALDH1A1 block: ALDH1A1 (human) enzyme inhibition. Potency, µM (highest dose often 75.3 µM), for inactives: at the top dose activity, negative = inhibition, actives largely listed as inhibitors. P00352. 220,000 compounds, 7.3% hits. Purified ALDH1A1, NADH fluorescence, propionaldehyde substrate; active = well fitted inhibition curve with a large enough effect, not every such curve was filed as active; inconclusive = small, poorly fitted or top-dose-only effect, or another doubt; inactive = no such curve, though single readings can be large or run the other way;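 also: plate controls were no enzyme wells and a reference inhibitor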
L3MBTL1 inh: inhibitors of human L3MBTL1 | Q9Y468 | AlphaScreen L3MBTL1–H3K9me1 peptide binding | Potency, µM (doses to about 57.1 µM), for the others: at the top dose activity, negative = inhibition, usual class: inhibitors | 230,000 compounds, 0.66% hits | AID 485360; also: % is scaled to controls: 0 for no effect and ±100 for the full control effect; nearly all actives have a fitted effect of over 60% in size
Target sequence (Q9Y468 whole entry, looked up): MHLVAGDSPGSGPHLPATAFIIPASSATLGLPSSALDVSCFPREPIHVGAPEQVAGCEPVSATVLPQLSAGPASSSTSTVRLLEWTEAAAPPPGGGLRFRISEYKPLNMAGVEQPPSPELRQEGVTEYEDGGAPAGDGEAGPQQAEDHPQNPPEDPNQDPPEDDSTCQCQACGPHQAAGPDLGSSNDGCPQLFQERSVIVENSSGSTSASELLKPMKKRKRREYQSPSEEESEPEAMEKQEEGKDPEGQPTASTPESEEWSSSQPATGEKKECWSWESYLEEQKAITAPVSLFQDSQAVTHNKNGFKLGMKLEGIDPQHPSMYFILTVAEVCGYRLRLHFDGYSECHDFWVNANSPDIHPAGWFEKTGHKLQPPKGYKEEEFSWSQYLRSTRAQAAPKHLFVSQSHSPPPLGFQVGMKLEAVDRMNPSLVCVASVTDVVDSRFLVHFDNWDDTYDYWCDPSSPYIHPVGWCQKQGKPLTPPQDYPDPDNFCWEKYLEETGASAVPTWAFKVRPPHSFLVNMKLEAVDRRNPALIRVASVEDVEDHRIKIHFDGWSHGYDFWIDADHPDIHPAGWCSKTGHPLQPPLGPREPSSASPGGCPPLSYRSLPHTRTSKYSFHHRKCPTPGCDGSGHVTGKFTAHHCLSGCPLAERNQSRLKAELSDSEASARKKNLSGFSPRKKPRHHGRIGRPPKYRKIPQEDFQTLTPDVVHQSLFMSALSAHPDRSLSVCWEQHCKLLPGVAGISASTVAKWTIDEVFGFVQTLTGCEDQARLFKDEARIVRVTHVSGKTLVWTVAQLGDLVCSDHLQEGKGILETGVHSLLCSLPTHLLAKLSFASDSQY
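L3MBTL1 (50 nM) pre-complexed 30 min with biotinylated H3(1-15)K9me1 peptide (75 nM), then compounds added for 30 min at room temperature; AlphaScreen streptavidin donor/nickel chelate acceptor beads (10 ug/mL final) read after 30 min dark incubation.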
KinaseGlo FLuc: Kinase-Glo luciferase inhibition (counter-screen) | Q27757 | Kinase-Glo luciferase, ATP luminescence, 8 min | Potency, µM (titrated, usually from 38.3 µM), inactives show at the highest dose activity change, negative = inhibition, actives largely listed as inhibitors | 200,000 compounds, 0.28% hits; also: % is scaled to controls: 0 for no effect and ±100 for the full control effect; nearly all actives have a fitted effect of over 60% in size
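Light output from Kinase-Glo luciferase with luciferin and 10 uM ATP in 50 mM imidazole pH 7.2, KCl, MgCl2, Tween 20, BSA; compound pin-delivered, 8-min ambient incubation, then luminescence read.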
Lamin A splicing: LMNA splicing modulation | HeLa LMNA splicing GFP/RFP minigene ratio, 48 h | Potency, µM (titrated, usually from 46.1 µM), without a hit: at the highest dose ratio change, negative = inhibition, most hits filed as inhibitors | 200,000 compounds, 0.01% hits; active = well fitted inhibition curve with a large enough effect in the signal ratio, with a control signal flat, not every such curve was filed as active; inconclusive = small, poorly fitted or top-dose-only effect, or effect the other way, or a change in a side signal; the % refers to the signal ratio; also: % is scaled to controls: 0 for no effect and ±100 for the full control effect
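Read-out is the ratio of GFP to DsRed2 object intensity, acquired by 488 nm laser-scanning cytometry on HeLa lamin A-EGFP minigene reporter cells. Compound incubation 48 hrs at 37 °C in Opti-MEM with 2% FBS; DMSO 0.5% final.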
RECQ1 inh: RECQ1 (human) helicase inhibition. RECQ1 DNA unwinding, red fluorescence kinetic read. Potency, µM (series often up to 57.3 µM), for the others: at the highest dose activity, negative = inhibition, usual class: inhibitors. 240,000 compounds, 0.54% hits;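 also: plate controls were vehicle for no effect and no enzyme for full effect; nearly all actives have a fitted effect of over 30% in size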
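RECQ1T1 50 nM; forked duplex (20 bp + 30-nt ss tails) 200 nM, ATP 2 mM final; pH 8.0, 2 mM MgCl2, 2.5 ug/ml poly(dI-dC); 15 min compound preincubation; discontinuous kinetic read over 2 h at RT.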
SMN2 splice up: SMN2 splice variant enhancement | HEK293 SMN2-luciferase splicing reporter, luminescence, 30-36 h | Potency, µM (titrated, usually from 46.1 µM), for inactives: at the highest dose activity change, positive = activation, usual class: activators | 210,000 compounds, 2.8% hits; also: % of control where 0% means no effect; nearly all actives have a fitted effect of over 55% in size
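HEK293 cells carry an SMN2 minigene-luciferase reporter in which exon 7 inclusion puts luciferase in frame. Cells were seeded at 2000 cells/well, attached for 10-12 hours, then exposed to compounds for 30-36 hours at 37C before ONE-Glo luminescence.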
* = called active by the depositor; i = inactive; ? = inconclusive; . = not tested or not shown; [ ] = another dose, or the depositor's remark. Unless noted, calls follow the shape of the dose curve; as a rule, active = well fitted curve in the direction sought with a large enough effect; inconclusive = small, poorly fitted or top-dose-only effect, or another doubt; inactive = no such curve, though single readings can be large; an effect the other way counts as inactive or inconclusive. Potency is read from the fitted curve at half-maximal effect.

SMILES,Tau ThT inhib,KinaseGlo FLuc,L3MBTL1 inh,SMN2 splice up,Lamin A splicing,ALDH1A1 block,RECQ1 inh,KDM4E inh
Cc1c(Cl)cccc1NC(=O)C1Cc2ccccc2CN1C(=O)c1ccccc1 (configuration not stated),-7%,3%,3%,-8%,-6%,-10%,-5%,-8%
CCS(=O)(=O)Nc1cccc(C2=NN(S(=O)(=O)c3ccc(C)cc3)C(c3cccs3)C2)c1 (configuration not stated),-2%,0%,-12%,21%,?,5µM*,-14%,-2%
CC(N=C1NS(=O)(=O)c2ccccc21)C(=O)NCCCc1ccccc1 (configuration not stated),-1%,3%,1%,-3%,0%[46 µM],10%,-3%,-4%
O=C(NCc1ccc2c(c1)OCO2)NC1CCCCC1,-5%,-1%,6%,.,-1%[46 µM],-4%,-6%,5%
c1coc(CNC2C3CC4CC(C3)CC2C4)c1 (configuration not stated),-6%,0%,.,2%,4%,-2%,-14%,-6%
COC(=O)CCCCC1SCC(NC(=O)c2ccccc2)C1=O (configuration not stated),-8%,0%,5%,-1%,.,-2%,9%,-7%
CCCn1cnc2cc(NCc3ccccn3)ccc21,?,-5%,-11%,13µM*,3%,?,-6%,?
CC(C(=O)O)c1cccc(Oc2ccccc2)c1 (configuration not stated),0%,-2%,.,-3%,.,-6%,i,11%
Cc1nnc(NC(=O)C2CCCN(c3ncccn3)C2)s1 (configuration not stated),-2%,3%,1%,3%,2%,1%,11%,?
O=C(COc1cccc2ccccc12)N1CCN(c2ccccc2)CC1,?,-4%,.,-1%,?,?,-10%,?
Cc1cccc(OCC(=O)Nc2sc3c(c2C#N)CCC3)c1,-23%,4%,-4%,?,-6%,7%,-3%,-4%
CC(=O)c1ccc(NC(=O)CSc2nnc(Cn3c(=O)sc4ccccc43)n2C)cc1,-1%,2%,0%,6%,-6%,-8%,-2%,-4%
O=C(O)C1C2CCC(O2)C1C(=O)NCc1ccncc1 (configuration not stated),-3%,2%,42%[activator],9%,-10%,-6%,-7%,6%
N#Cc1ccc(COn2nnc3ccccc32)cc1,9%,-4%,12%,-5%,9%[46 µM],-4%,i,7%
Cc1ccc(Nc2nc3c([nH]2)c(=O)n(C)c(=O)n3C)cc1,?,-7%,-5%,8%,-15%,4%,-1%,-5%
CC(C)Nc1ccc(Cl)cc1[N+](=O)[O-],-9%,.,-11%,.,.,.,i,1%
CCC(C)NC(=O)C1CCC(=O)N(c2cc(OC)c(OC)c(OC)c2)C1c1ccc(OC)cc1 (configuration not stated),0%,-1%,?,3%,-7%,-4%,-1%,3%
Clc1ccccc1CSc1nnc(-c2ccncc2)o1,-11%,-7%,5%,10µM*,6%,-12%,-14%,-4%
CCC(C)/C(C)=N/NC(=O)c1ccc(COc2ccc(Cl)c(C)c2)cc1 (configuration not stated),?,-1%,0%,?,-9%,13µM*,-21%,10%
COc1ccccc1NC(=S)N(Cc1ccc(C)cc1)Cc1ccccn1,-4%,16%,.,.,.,?,11%,8%
Cc1c(CCOC(=O)c2ccc([N+](=O)[O-])cc2)sc[n+]1CC(=O)c1ccccc1,-15%,6%,.,-3%,.,1%,-17%,6%
CC(NC(=O)c1ccco1)C1COc2ccccc2O1 (configuration not stated),-10%,-4%,.,-13%,5%,?,i,4%
CCOc1ncccc1C(=O)Nc1ccc(Cl)c(S(=O)(=O)N2CCCC2)c1,-10%,1%,-7%,-53%[inhibitor],-9%[46 µM],4.5µM*,-5%,41%[activator]
Cn1cnc([N+](=O)[O-])c1SCCO,-13%,.,3%,.,.,.,-1%,8%
Cc1cc(NC(=O)c2ccc(Cl)c(S(=O)(=O)N3CCOCC3)c2)no1,5%,0%,-3%,1%,.,-3%,i,-2%
Cc1ccccc1NC(=O)CCN1CCCC1,-6%,-2%,-1%,.,-16%[46 µM],14%,-9%,-18%
CCn1cc(C2N3CC4(C)CN2CC(C)(C3)C4=O)c2ccccc21 (configuration not stated),-8%,-4%,.,2%,-5%,10%,-10%,-12%
COc1ccc(/C=C/C(=O)NC(CCSC)C(=O)O)cc1 (configuration not stated),-8%,2%,.,6%,.,6%,-7%,-6%
CSCCC(NC(C)=O)C(=O)Oc1ccc2c3c(c(=O)oc2c1)CCCC3 (configuration not stated),?,0%,17%,8%,12%,?,17%,?
CSCSC1=C(C#N)C(c2ccccc2Cl)C(C(C)=O)=C(C)N1 (configuration not stated),-5%,-2%,9%,15%,-7%,25µM*,-4%,-21%
COc1ccc(NC(=O)CCNC(C)=O)cc1NS(=O)(=O)c1ccc(F)cc1,-17%,-3%,.,?,3%,?,-1%,-25%
O=C(CSc1nnc2c(n1)[nH]c1ccc(S(=O)(=O)N3CCOCC3)cc12)Nc1ccc(F)c(F)c1,-19%,-3%,.,0%,10%[9.22 µM],-5%,-27%,-13%
CC(=O)Nc1cccc(OCC(=O)Nc2ccc(F)cc2)c1,-3%,1%,2%,?,13%,-2%,-7%,7%
COCCn1c(SCC(=O)Nc2ccc(S(N)(=O)=O)cc2)nc2ccccc21,-18%,-3%,.,0%,-3%,4%,16%,-3%
COc1ccc(-c2cc(C(=O)Nc3cc(S(=O)(=O)N4CCOCC4)ccc3N3CCOCC3)c3ccccc3n2)cc1,2%,0%,-6%,-16%,-11%[46 µM],?,-8%,?
Cn1nc(-c2ccccc2)c(C(=O)Nc2ccc(Cl)cc2)c1Cl,-5%,-6%,-3%,-7%,4%,6%,-1%,2%
O=C(Cn1c(-c2cncs2)nc2ccccc21)NC1CCCC1,4%,1%,-4%,-8%,3%,-4%,0%,?
NC(=O)C1CCN(CC(=O)Nc2ccccc2N2CCOCC2)CC1,-3%,.,6%,.,.,.,-4%,12%
C#CC(=O)N(c1ccc(OC)c(OC)c1)C(C(=O)NC1CCCC1)c1cccs1 (configuration not stated),?,2%,-11%,-13%,-22%,-2%,-6%,2%
Cc1cc(C)c(-c2cc(C(=O)Nc3c(C)n(C)n(-c4ccccc4)c3=O)[nH]n2)c(O)c1,?,4%,7%,-12%,-13%,?,8%,2%
Cc1c(Cl)cccc1NC(=O)CCCN1C(=O)CCC1=O,-12%,15%,.,-12%,9%,4%,-2%,1%
CCOCC(=O)Nc1cc(Cl)c(OC)cc1OC,-15%,-3%,2%,.,?,-15%,-2%,8%
COc1nc(-c2ccccc2)nnc1-c1ccccc1,-17%,-2%,24%,13µM*,.,0%,i,0%
COc1ccc(NC(=O)CCN2CCCC(C)C2)cc1 (configuration not stated),1%,2%,3%,-17%,3%,4%,-5%,-1%
CCCOc1ccc(-c2nnn(CC(=O)N3CCC(C)CC3)n2)cc1,-15%,-5%,.,-35%,?,?,8%,6%
CCOC(=O)c1c(-c2ccco2)csc1NC(=O)CSc1nnc(N)s1,?,-4%,-21%,-38%[inhibitor],-1%,?,-14%,-4%
CNC(=O)c1ccc(OC2CSC2)cc1,3%,0%,.,2%,6%,0%,-6%,3%
COc1cccc(C2C(C(C)=O)=C(O)C(=O)N2CCc2c[nH]c3ccccc23)c1 (configuration not stated),-12%,-2%,-5%,7%,3%,5%,-7%,-8%
CCn1ncc(/C=C/C(=O)NCc2cnn(C)c2C)c1C,-13%,-5%,2%,-10%,5%,1%,0%,-1%
CCC(C)NC(=O)CNC(=S)N(CCCN1CCOCC1)Cc1cccs1 (configuration not stated),-2%,-3%,0%,-5%[1.84 µM],-2%,-10%,0%,9%

Profiles as entered above. Values in the order: Tau ThT inhib, KinaseGlo FLuc, L3MBTL1 inh, SMN2 splice up, Lamin A splicing, ALDH1A1 block, RECQ1 inh, KDM4E inh
Cc1c(Cl)cccc1NC(=O)CCCN1C(=O)CCC1=O in the list: -12%, 15%, ., -12%, 9%, 4%, -2%, 1%
CNC(=O)c1ccc(OC2CSC2)cc1 in the list: 3%, 0%, ., 2%, 6%, 0%, -6%, 3%

The listing continues.
SMILES,Tau ThT inhib,KinaseGlo FLuc,L3MBTL1 inh,SMN2 splice up,Lamin A splicing,ALDH1A1 block,RECQ1 inh,KDM4E inh
CC(=O)NCCC(=O)Nc1sc2c(c1-c1nc3ccccc3[nH]1)CCCC2,?,-4%,-5%,1%,-9%,?,-9%,?
O=C(NC(=S)NCc1ccccc1)c1cccnc1,5%,-1%,15%,5%,.,-8%,-4%,11%
Cn1cccc1C(=O)NC(=O)COC(=O)C12CC3CC(CC(O)(C3)C1)C2,-10%,-17%,.,7%,8%,8%,-4%,-1%
CCN(CC(=O)NCc1cccs1)C(=O)c1ccccc1F,5%,-5%,22%,-11%,?,?,-1%,5%
CC(C)[C@H](NS(=O)(=O)c1ccccc1)C(=O)OCC(=O)NC(=O)c1cccn1C,2%,?,.,-18%,5%,13µM*,11%,-3%
COc1ccc2[nH]cc(C(=O)CN3CCCC(C)C3)c2c1 (configuration not stated),-9%,-6%,-5%,-5%,-7%,-23%,15%,1%
O=C(COc1ccccc1)NNC(=O)COc1ccc([N+](=O)[O-])cc1,-6%,1%,.,4%,.,5%,i,-6%
Cc1ccc(-c2nnc(SCC(=O)OC(C)C)n2N)cc1,0%,-6%,-1%,-3%,7%,4%,0%,5%
O=C(/C=C1\NC2(CCCC2)Cc2ccccc21)N1CCOCC1,-9%,-3%,-5%,-28%,-12%,?,4%,-19%
Nc1c(S(=O)(=O)c2ccccc2)c2nc3ccccc3nc2n1C1CC1,-1%,0%,10%,9%,-3%[46 µM],?,-11%,?
COc1cc(Cl)c(C)cc1NC(=O)CSc1nnc(-c2ccco2)n1CC(C)C,?,2%,-12%,7%,?,?,-10%,-4%

The list is partial; the hit share may differ from the screen's.
